# dFosB activator = enhances mouse delta FosB homodimer DNA binding; P13346; purified delta FosB, TAMRA-CDK5 oligo fluorescence polarization; percent of positive-control signal above neutral wells; activation, % at 25 µM; actives 0.99% (n = 340,000); AID 493131;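 active means mean activation above about 17%, with every replicate also reaching it, limit read from the data, passing the limit was not always enough; inconclusive means only one of the two conditions met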;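 further: fluorescence polarization rise as delta FosB binds a TAMRA Cdk5 AP-1 oligo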
# SR-BI uptake up = SR-BI HDL lipid transfer activation | activation, % at 12.5 µM | CHO ldlA[mSR-BI] cells, DiI-HDL uptake fluorescence, 3 h; 100 = double the neutral-control signal | AID 504775 | actives 0.096% (n = 320,000);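 active means mean replicate activation of at least 60% and every replicate at or above 60%; inconclusive means mean or all-replicate condition met, but not both; inactive means mean below 60% and not all replicates reaching 60%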;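 further: 0% = median plate neutral-control signal and 100% = twice that signal; values of inactives mirror those of a sister screen read the other way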
#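 Assay system: CHO ldlA[mSR-BI] cells, LDL receptor-null, SR-BI overexpressing; medium: Ham's F12 with 0.5% BSA, HEPES 25 mM, pH 7.4; also added: DiI-HDL 10 µg/mL; timing: 3 h uptake period with compound, 37 °C; signal: DiI fluorescence, bottom read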
# PKA-R2B act = PKA-R2B complex activation. P22694+P31323. PKA-R2B holoenzyme dissociation, Cy5-IP20 fluorescence polarization; R2B truncated from residue 108, S112A mutant; 0% DMSO only, 100% 113 µM cGMP. activation, % at 11.4 µM. actives 0.079% (n = 340,000). AID 504700;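 active means activation above a cutoff set at the mean over all compounds plus 3 SD, cut at about 18% in these data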;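 further: higher means more holoenzyme dissociation and a rise in polarization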
# PKA-R1A act = activates the PKA-R1A holoenzyme complex | P00514+P68181 | PKA-R1A dissociation, Cy5-IP20 fluorescence polarization; scaled: DMSO 0%, 113 µM cGMP 100% | activation, % at 11.4 µM | actives 0.083% (n = 340,000) | AID 504707;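 active means percent activation above the mean of all tested compounds plus 3 SD, cut at about 19% in these data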;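 further: higher means more PKAc released from R1A so a rise in polarization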
# NSD2 HMT inh = NSD2 (human) methyltransferase inhibition; O96028; NSD2 peptide methylation, AlphaScreen, 120 min; inhibition, % at 12.5 µM; actives 0.54% (n = 310,000); AID 743445; in the data active means inhibition above about 50%
# Pemphigus Ab inh = inhibitors of pemphigus antibody binding to human desmoglein-3 | DSG3-coupled beads, scFv-anti-DSG3-GFP binding, flow cytometry; active compounds read low | binding (percent of control), % at 10 µM | actives 0.48% (n = 310,000) | AID 588358;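 active means binding more than 3 SD below its plate's average and above zero; inconclusive means below that plate limit but binding exactly zero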;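 further: hits lower antibody fragment binding to DSG3; some compounds called inactive have numbers as strong as hits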
# Target sequence (P32926 whole entry, looked up, the tested form may be a part): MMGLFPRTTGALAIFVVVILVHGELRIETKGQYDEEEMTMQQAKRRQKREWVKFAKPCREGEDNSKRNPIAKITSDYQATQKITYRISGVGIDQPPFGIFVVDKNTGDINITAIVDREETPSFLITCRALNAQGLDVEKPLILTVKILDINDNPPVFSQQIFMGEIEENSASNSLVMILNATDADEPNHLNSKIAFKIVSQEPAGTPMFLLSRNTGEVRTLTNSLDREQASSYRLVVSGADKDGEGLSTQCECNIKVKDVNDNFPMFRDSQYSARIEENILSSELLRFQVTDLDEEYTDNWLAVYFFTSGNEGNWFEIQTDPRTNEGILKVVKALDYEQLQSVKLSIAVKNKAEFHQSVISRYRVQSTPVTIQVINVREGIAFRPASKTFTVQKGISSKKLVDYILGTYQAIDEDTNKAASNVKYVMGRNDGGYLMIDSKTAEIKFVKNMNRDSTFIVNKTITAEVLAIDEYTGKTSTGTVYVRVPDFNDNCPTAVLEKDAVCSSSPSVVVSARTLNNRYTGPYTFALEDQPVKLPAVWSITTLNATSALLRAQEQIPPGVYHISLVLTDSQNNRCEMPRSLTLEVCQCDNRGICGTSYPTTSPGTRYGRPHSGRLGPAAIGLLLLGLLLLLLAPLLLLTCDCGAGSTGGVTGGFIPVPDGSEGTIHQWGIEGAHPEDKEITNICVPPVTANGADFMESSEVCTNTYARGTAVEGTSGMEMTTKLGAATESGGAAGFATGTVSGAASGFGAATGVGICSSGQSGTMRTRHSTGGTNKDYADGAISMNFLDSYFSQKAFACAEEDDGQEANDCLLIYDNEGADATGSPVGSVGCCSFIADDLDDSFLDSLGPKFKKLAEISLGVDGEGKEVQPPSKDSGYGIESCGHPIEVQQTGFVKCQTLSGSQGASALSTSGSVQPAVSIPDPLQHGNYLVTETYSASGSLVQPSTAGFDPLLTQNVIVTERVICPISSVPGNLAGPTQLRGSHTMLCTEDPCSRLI
# SR-BI DiI inh = inhibitors of mouse SR-BI mediated HDL lipid uptake; Q61009; inhibition, % at 12.5 µM; ldlA[mSR-BI] CHO cells, DiI-HDL uptake fluorescence, 3 h; AID 488896; actives 0.96% (n = 320,000);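 active means mean replicate inhibition of at least 70% and a set share of replicates each scoring 70 or more; inconclusive means meets just one of the two criteria; inactive means fails both criteria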;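 further: 0% = median of neutral control wells and 100% = median of positive control wells; values of inactives mirror those of a sister screen read the other way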
# CDK5 p35 inh = CDK5/p35 (human) kinase inhibition | Recombinant CDK5/p35, ADP-Glo luminescence, 60 min | inhibition, % at 10 µM | actives 0.01% (n = 330,000) | AID 488839;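 active means highest replicate inhibition of at least 50% and at least 75% of replicates reaching 50%; inconclusive means only one of the two criteria met; inactive means both criteria failed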;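 further: plate controls were DMSO neutral control for no effect and GW8510 at 10 µM for full effect; many of its hits are not listed in these tables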
# SUMO Mot1 rescue = SUMOylation pathway inhibition by Mot1-301 growth rescue; actives 1% (n = 320,000); growth rescue, % at 18.8 µM; S. cerevisiae Mot1-301 growth rescue, ATP luminescence, 38.5C; percent above DMSO median, 100 means doubled;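 active means every valid replicate shows activation above 250% relative to neutral control wells; inactive means the rest, any valid replicate at or below 250%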;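 further: OY570 slx delta 5 strain wells were the positive control but not used for scaling; some compounds called inactive have numbers as strong as hits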
# Arr AP2 block = human beta-arrestin and AP2 interaction inhibition. inhibition, % at 10 µM. actives 0.31% (n = 340,000). AID 504490. FITC-arrestin peptide / GST-AP2 beads, flow cytometry; AP2 beta2 appendage carries R879A mutation;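 active means inhibition above a set limit, near 3 SD of compounds lacking own fluorescence, cut at about 54% in these data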;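 further: plate controls were DMSO wells for no effect and 5 µM unlabelled arrestin peptide for full effect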
#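 system = GST-tagged AP2 beta2-adaptin appendage (R879A) on 4 µm glutathione beads | reagent = FITC-labelled arrestin peptide probe, 50 nM final | schedule = compound with beads 12 min RT, then probe 1 h RT | signal = HyperCyt-sampled flow cytometry, FL1 channel, ex 488/em 535 nm | read-out = percent response from loss of bead-bound FITC fluorescence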
# MITF act = activators of MITF-driven TRPM1 promoter activity in SK-MEL-5 cells; actives 0.75% (n = 300,000); AID 588334; activation, % at 12.5 µM; SK-MEL-5 TRPM1-promoter luciferase, 24 h; % of positive control, neutral wells = 0;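 active means mean activation of at least 80% with every replicate also reaching 80%; inconclusive means mean reaches 80% but some replicate falls short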;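 further: 0% = neutral control wells and 100% = parthenolide positive control wells; values of inactives mirror those of a sister screen read the other way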
# Numbers without * were called inactive; ? = inconclusive; . = no result given. This is a random part of the collection; overall some 4.7% were active at least once.
dFosB activator	SR-BI uptake up	PKA-R2B act	PKA-R1A act	NSD2 HMT inh	Pemphigus Ab inh	SR-BI DiI inh	CDK5 p35 inh	SUMO Mot1 rescue	Arr AP2 block	MITF act	smiles
-3	-14	4	-2	-2	103	14	0.1	.	14	2	CCN(CC)S(=O)(=O)c1ccc(Cl)c(C(=O)NNC(=O)c2csc(N3CCOCC3)n2)c1
-3	0	3	-7	-1	109	0	0.0	-6	-3	-25	COc1ccc(/C=N/NC(=O)c2cccnc2)cc1COc1ccc([N+](=O)[O-])cc1
-7	-3	-8	3	-1	109	3	-1.4	14	2	-25	COc1ccc(C(C)=O)cc1CSc1nnc(Nc2ccccc2)s1
-2	16	-5	-12	3	89	-16	-0.5	-16	-4	9	O=C(Cc1cccc(C(F)(F)F)c1)NCc1ccc(Cl)cc1Cl
-5	6	3	4	.	58	-6	-0.2	51	25	3	CC(C)(CS(=O)(=O)[O-])NC(=O)CC[N+](C)(C)CCO
-6	10	-16	1	-2	99	-10	-3.9	275	0	.	N#CCCN(CCC#N)C(=O)c1ccc2c(c1)OCO2
5	-27	-5	-3	4	99	27	0.8	-3	-9	19	Cn1ncc2c(N3CCN(c4ccccc4F)CC3)ncnc21
2	18	-7	-2	1	99	-18	0.8	4	-9	-2	Nc1c(C(=O)CSc2nccn2-c2cccc(F)c2)c(=O)[nH]c(=O)n1C1CC1
7	1	2	-7	1	107	-1	2.1	-29	14	-1	COc1ccc(OCCSc2nc3ccccc3n2CC(=O)O)cc1
-13	-4	6	3	.	83	4	1.3	-3	-10	0	CCC1CCc2c(sc(N)c2C(N)=O)C1 (configuration not stated)
13	-25	-14	1	-1	.	25	1.8	-4	-4	7	S=C(Nc1ccccc1)Nc1nc2ccccc2n1CCOc1ccc(Cl)cc1
2	11	-7	2	-1	113	-11	-1.9	-4	20	8	O=C(NNS(=O)(=O)c1ccccc1F)c1cccc(S(=O)(=O)N2CCOCC2)c1
3	15	-4	3	2	86	-15	-1.3	.	8	.	Cn1cnc([N+](=O)[O-])c1Sc1nc(N)nc2c1ncn2C1OC(CO)C(O)C1O (configuration not stated)
-9	25	-6	-5	-4	101	-25	-14	-32	4	91*	CC(C)c1ccc(NC(=O)c2cccnc2)cc1
0	9	-5	-4	18	112	-9	-0.2	22	29	3	CCOC(=O)c1ccc(NC(=S)N(CCCN(CC)CC)Cc2ccco2)cc1
-7	-14	0	2	-1	109	14	-3.8	3	30	-7	CCOc1ccc(-c2cc(N3C(=O)Nc4ccccc4N3O)n[nH]2)cc1
-6	11	4	6	11	105	-11	-1.0	15	3	-6	CSc1ccc(/C=C2\C(=N)N3N=C(CC(=O)N4CCCCC4)SC3=NC2=O)cc1
-13	-23	-6	6	-4	100	23	-2.3	3	1	-13	CC(C)Cn1c(N)c(C(=O)COC(=O)[C@H](C)NC(=O)c2ccccc2Cl)c(=O)n(C)c1=O
-4	-41	-1	-10	0	98	41	0.0	-27	-8	-5	COC(CNC(=O)c1ccc(Cn2c(=S)[nH]c3cc4c(cc3c2=O)OCO4)cc1)OC
-1	-31	-7	-3	0	96	31	2.9	-9	-14	-13	COCCN(Cc1cc2cc(C)ccc2n2nnnc12)C(=S)Nc1cccc(C)c1
-10	10	-8	0	1	106	-10	-9.2	96	4	3	COc1ccc(NC(=O)CSc2nnc3n2CCCCC3)cc1
-12	5	-8	-1	100*	105	-5	-5.2	3	8	-1	CNCCC1Sc2ccccc2Oc2ccccc21 (configuration not stated)
-8	17	3	-3	34	70	-17	0.0	6	-7	8	COc1ccc(NC(=O)COC(=O)CCCC2=NS(=O)(=O)c3ccccc3N2)cc1
-7	-1	-4	-7	2	97	1	1.1	-13	-1	2	N#Cc1cccc(NC(=O)C2SC(=Nc3ccccc3)C(C(=O)N3CCOCC3)=C2N)c1 (configuration not stated)
-6	-5	-2	-3	2	82	5	0.5	8	-5	-1	Cc1ccc(NC(Cc2cc(C)no2)c2ccccc2)cc1 (configuration not stated)
-22	-14	-9	-4	-2	103	14	-0.3	-12	-2	1	N#Cc1c(-c2ccco2)cc(C2CC2)nc1N
1	4	-2	-2	.	100	-4	0.6	-5	27	-11	COCCCNC(=O)c1ccc(N2CCOCC2)c(NS(=O)(=O)c2ccc(OC)cc2)c1
3	-47	5	9	6	.	47	1.5	468	-3	-16	COc1ccc(C(=O)NCc2cnn(C)c2C)cc1OC1CCN(C(C)C)CC1
14	-6	-3	-1	1	.	6	-0.9	.	5	-6	Nc1nc(SCc2ccc(Br)cc2)c2ncn(C3OC(CO)C(O)C3O)c2n1 (configuration not stated)
-2	-6	3	2	2	.	6	-0.4	-10	27	-3	COC(=O)C1=C(CS(=O)(=O)c2ccc(C)cc2)NC(=O)NC1c1ccc(OC)c(OC)c1 (configuration not stated)
-10	15	-1	-4	3	98	-15	-1.3	331	-4	0	CCCOc1ccc(S(=O)(=O)NNC(=O)c2cc3ccccc3o2)cc1
1	26	-5	-5	-2	102	-26	1.2	-19	-4	13	Cc1ccc(-n2c(SCc3nnc4n3CCC4)nnc2-c2ccccc2)cc1
1	18	-3	-7	0	97	-18	-0.3	3	-6	-3	CC(C)n1c(N2CCCC2)nc2c1c(=O)[nH]c(=O)n2C
-14	-8	-18	-2	.	.	8	3.0	19	-4	59	Cc1cc(N2CCOCC2)ccc1/C=C1\SC(=O)N(C(C)C)C1=O
2	38	-3	5	-2	104	-38	-1.4	-2	4	-1	O=C(O)CN(c1ccc(F)cc1)S(=O)(=O)c1ccc2c(c1)OCCO2
-4	1	-4	-1	.	105	-1	1.6	5	46	.	Clc1ccccc1OCCCOc1cccc2cccnc12
4	13	-15	-11	0	107	-13	-1.5	228	28	4	Cc1cc(Nc2ccccc2)n(CCOC(=O)COc2ccccc2)n1
-1	-36	5	-5	.	108	36	1.2	385*	8	12	Cn1c(C(=O)NCCc2ccsc2)cc2c(=O)n(C)c3ccccc3c21
4	4	-3	-4	.	.	-4	1.3	.	44	3	C=CCN1CCc2nc(N)sc2CC1
0	-14	-9	-6	-1	118	14	-1.8	-5	9	-6	COc1ccc(Cl)cc1NC(=O)CN(C)C(=O)c1ccc(N2CCCCCC2)c([N+](=O)[O-])c1
-3	3	-10	-15	-1	84	-3	-2.7	-6	2	1	COc1cccc(NC(=O)CC2COc3ccccc3O2)c1 (configuration not stated)
10	26	9	3	-2	122	-26	-1.3	-22	-7	.	CCOc1cc(C)c(S(=O)(=O)NCc2ccccn2)cc1C
-4	-1	-8	-4	-1	102	1	2.1	-4	40	-6	COCC(=O)N1CCC(Oc2ccc(C(=O)NCCc3ccncc3)cc2)CC1
2	16	-2	-5	0	108	-16	0.5	8	-9	8	CCn1c(=O)c2c(nc(SCC(=O)NC3CCCC3)n2C)n(C)c1=O
-7	.	-8	-5	0	.	.	2.8	-3	-1	.	S=c1[nH]nc(-c2ccc(Cl)cc2Cl)n1-c1ccc2c(c1)OCCO2
-3	17	0	2	-1	93	-17	-2.0	109	-13	-7	O=S(=O)(c1ccc(F)cc1)N1CCN(c2ccccn2)CC1
8	17	11	-3	2	102	-17	-0.4	9	42	73	Cc1cccc(C(=O)NC2CCCCCCC2)c1
0	-64	0	-8	5	104	64	-1.0	4	-2	2	O=C1C2CCCCN2C(=O)N1CCCCN1CCN(c2ccc([N+](=O)[O-])cc2)CC1 (configuration not stated)
1	12	1	0	-2	93	-12	-1.6	.	-3	0	COC(=O)c1ccc(Cn2ccc(=O)[nH]c2=O)cc1
0	-17	-5	-9	.	116	17	2.0	-13	3	-99	NC1=NC[C@@H](CC2CCCCC2)N1CCc1cc(C(F)(F)F)cc(C(F)(F)F)c1
-5	-9	-8	1	-5	117	9	0.9	-13	6	-6	COCCN(CCOC)S(=O)(=O)c1ccc(C(=O)Nc2ccncc2)cc1
-2	18	-1	-7	2	101	-18	1.1	3	-1	-4	Cc1ccc(-c2csc3ncn(C(C)C(=O)O)c(=O)c23)cc1 (configuration not stated)
3	-11	2	-2	0	106	11	1.1	4	-1	4	CCCCNC(=O)C(=O)NCC1CCCN1S(=O)(=O)c1cccs1 (configuration not stated)
-1	?	7	-4	-2	108	-93	1.0	.	9	1	O=C(COC(=O)c1ccc(Br)o1)Nc1ccc(Br)cc1
4	6	-4	-2	9	102	-6	0.7	-4	-12	-2	CCCCc1nc(NCCN)c(C#N)c2c1CSC(C)(C)C2
-2	2	-3	-3	-3	97	-2	3.0	-12	10	-5	Cn1nc(C(=O)Oc2cc(=O)n(C)c3ccccc23)c2ccccc2c1=O
-1	.	2	-3	.	.	.	-0.5	-4	-6	4	O=C(CN(Cc1ccc(F)cc1)C(=O)CCC(=O)Nc1ccccn1)NCc1ccco1
-2	1	4	-4	5	.	-1	0.1	-9	22	.	Cc1ccc(/C=N/n2nnnc2N)cc1[N+](=O)[O-]
11	-63	1	5	2	101	63	0.3	-12	27	-2	CCc1ccccc1NC(=O)CC1S/C(=N\c2nccs2)N(CC)C1=O (configuration not stated)
-1	6	-5	-14	-2	83	-6	-0.6	-9	6	-3	CC(=O)Nc1ccc(S(=O)(=O)NCC(=O)N2CCN(S(=O)(=O)c3cccs3)CC2)cc1

# Following part.
dFosB activator	SR-BI uptake up	PKA-R2B act	PKA-R1A act	NSD2 HMT inh	Pemphigus Ab inh	SR-BI DiI inh	CDK5 p35 inh	SUMO Mot1 rescue	Arr AP2 block	MITF act	smiles
-1	54	3	4	-11	97	-54	-0.6	3	9	-9	O=C(COC(=O)/C=C/c1ccc(Cl)cc1)Nc1ccccc1
-4	-41	-5	-6	.	.	41	-1.7	179	-6	52	Cc1c2ccccc2c(C)c2c1ccc1ccccc12
-6	-2	-8	-9	2	.	2	1.9	1	1	14	CC(C)Oc1ccc(C(=O)Nc2ccc(N3CCCCC3)cc2)cc1
0	24	0	3	.	104	-24	0.2	-8	-1	-9	CC(=O)NC(CCS(C)(=O)=O)C(=O)Nc1ccc(Cl)c(Cl)c1 (configuration not stated)
